JMJD2A Tudor inh = inhibitors of human JMJD2A Tudor domain | AID 504339 | 390,000 compounds, 4.4% hits | AlphaScreen JMJD2A-Tudor / H3K4me3 peptide binding | Potency, µM (series often up to 114 µM), for inactives: at the highest dose activity change, negative = inhibition, hits mostly inhibitors | O75164; also: potency is read from the fitted curve at half-maximal effect; % is scaled to controls: 0 for no effect and ±100 for the full control effect; nearly all actives have a fitted effect of over 50% in size
ERG Ets-DNA blk = ERG Ets/DNA interaction inhibition; fluorescence polarization, His-ERG Ets domain / labelled DNA; P11308; AID 624246; 370,000 compounds, 0.028% hits; Potency, µM (series often up to 76.9 µM), for inactives: at the top dose FP activity, negative = inhibition, usual class: inhibitors; active = well fitted inhibition curve with a large enough effect in the polarisation, with a control signal flat; inconclusive = small, poorly fitted or top-dose-only effect, or effect the other way, or a change in a side signal; inactive = no such curve, though single readings can be large or run the other way; the % refers to the polarisation;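 also: polarization taken with two DNA probes labelled with fluorescein and Texas red; potency is read from the fitted curve at half-maximal effect; % of control where 0% means no effect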
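His-tagged ERG Ets domain (1 uM in the protein solution; 300mM KCl, 50mM Tris-HCl, 1mM EDTA, 1mM DTT, pH 7.5) received compound, then a probe mix of 5 nM fluorescein-DNA and 100nM Texas-615-DNA. Fluorescence polarization was read for both dyes.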
G9a inh = blocks human histone lysine methyltransferase G9a; Q96KQ7; G9a H3K9 monomethylation, AlphaScreen, 2 h; Potency, µM (highest dose often 102 µM), for inactives: at the highest dose activity, negative = inhibition, actives largely listed as inhibitors; 350,000 compounds, 8.8% hits; also: potency is read from the fitted curve at half-maximal effect; % is scaled to controls: 0 for no effect and ±100 for the full control effect; nearly all actives have a fitted effect of over 75% in size
Target sequence (Q96KQ7 913-1193 limits assumed): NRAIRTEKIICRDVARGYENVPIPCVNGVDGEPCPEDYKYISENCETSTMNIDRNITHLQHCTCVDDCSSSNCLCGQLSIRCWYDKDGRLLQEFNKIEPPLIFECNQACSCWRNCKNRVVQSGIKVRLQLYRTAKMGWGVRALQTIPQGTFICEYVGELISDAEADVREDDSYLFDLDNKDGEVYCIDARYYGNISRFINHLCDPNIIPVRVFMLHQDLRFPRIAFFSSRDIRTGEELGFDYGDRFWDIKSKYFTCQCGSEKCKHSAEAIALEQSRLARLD
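AlphaScreen read-out: biotin-H3K9 peptide (500 nM) methylation by 20 nM enzyme with 20 uM SAM, 2 h at room temperature after 15 min compound preincubation; anti-monomethyl H3K9 antibody plus donor/acceptor beads, 10 min dark.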
PI4K2A inh = PI4K2A (human) kinase inhibition; Q9BTU6; purified PI4K2A, ADP-Glo luminescence, 1 h; active compounds read low; 420,000 compounds, 0.13% hits; activity change, negative = inhibition, % at 76.9 µM; in the data active = activity change below about -50%; inconclusive = mostly about -30% to -49%;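 also: -100% = wells without enzyme as full effect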
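PI4K2A activity was measured by ADP-Glo luminescence: enzyme (4 ug/mL stock) and phosphatidylinositol (1.2 mM stock) in Tris pH 7.5/MgCl2/EGTA/Triton X-100 buffer were reacted with ATP (300 microM stock) for one hour at ambient temperature.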
BAZ2B block = inhibitors of human BAZ2B bromodomain | Q9UIF8 | AlphaScreen BAZ2B-H3K14Ac peptide displacement | Potency, µM (series often up to 114 µM), for the others: at the highest dose activity change, negative = inhibition, most hits filed as inhibitors | 360,000 compounds, 4.4% hits | AID 504333; also: potency is read from the fitted curve at half-maximal effect; % is scaled to controls: 0 for no effect and ±100 for the full control effect; nearly all actives have a fitted effect of over 60% in size
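AlphaScreen displacement: compounds (up to 110uM) incubated 30 min at room temperature with a preformed 50 nM BAZ2B/50 nM biotinylated H3K14Ac peptide complex in PBS pH 7.4 with Tween-20. Donor and acceptor beads at 10 ug/mL final added, 20 min light-protected before reading.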
Pin1 inh = inhibitors of human Pin1 | Potency, µM (doses to about 115 µM), for inactives: top-dose activity, negative = inhibition, usual class: inhibitors | Pin1 FP peptide displacement, HiFluor488, 10 min | 390,000 compounds, 0.009% hits; active = well fitted inhibition curve with a large enough effect in the polarisation, with a control signal flat, not every such curve was filed as active; inconclusive = small, poorly fitted or top-dose-only effect, or effect the other way, or a change in a side signal; inactive = no such curve, though single readings can be large or run the other way; the % refers to the polarisation; also: potency is read from the fitted curve at half-maximal effect; % is scaled to controls: 0 for no effect and ±100 for the full control effect
PGK inhibitor = inhibitors of T. brucei phosphoglycerate kinase; P07378; PGK/GAPDH coupled, Kinase-Glo luminescence, 60 min; Potency, µM (top dose mostly 57.5 µM), without a hit: at the top dose activity change, negative = inhibition, actives largely listed as inhibitors; 380,000 compounds, 0.043% hits; AID 602233; also: potency is read from the fitted curve at half-maximal effect; % is scaled to controls: 0 for no effect and ±100 for the full control effect; nearly all actives have a fitted effect of over 60% in size
Target sequence (P07378 whole entry, looked up): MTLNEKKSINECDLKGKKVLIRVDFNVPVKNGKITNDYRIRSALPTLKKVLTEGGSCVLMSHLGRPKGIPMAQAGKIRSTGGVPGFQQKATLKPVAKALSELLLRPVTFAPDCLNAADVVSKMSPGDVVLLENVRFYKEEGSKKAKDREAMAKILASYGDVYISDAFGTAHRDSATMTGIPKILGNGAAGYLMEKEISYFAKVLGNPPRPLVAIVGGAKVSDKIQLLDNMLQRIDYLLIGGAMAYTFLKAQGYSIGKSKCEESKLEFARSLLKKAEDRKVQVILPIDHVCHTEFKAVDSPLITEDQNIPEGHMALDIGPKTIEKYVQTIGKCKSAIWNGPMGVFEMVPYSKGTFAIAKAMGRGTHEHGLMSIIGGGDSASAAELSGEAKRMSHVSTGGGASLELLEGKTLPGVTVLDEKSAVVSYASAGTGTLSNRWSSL
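Recombinant glycosomal PGK reaction used 1,3-bisphosphoglycerate generated in-well by GAPDH (100nM final) in 100mM TEA pH 7.6, 5mM MgCl2, 0.01% Tween-20. After 60 minutes at room temperature, ATP was read by Kinase-Glo Plus luminescence end-point.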
GLS inh = inhibitors of human glutaminase (GLS); O94925; GLS enzymatic activity, qHTS titration; Potency, µM (doses to about 45.5 µM), without a hit: top-dose activity change, negative = inhibition, usual class: inhibitors; 410,000 compounds, 0.21% hits; AID 624170; also: potency is read from the fitted curve at half-maximal effect; % is scaled to controls: 0 for no effect and ±100 for the full control effect
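Coupled fluorescence readout: glutamate oxidase/HRP/Amplex Red detect glutamate formed by hKGA from L-glutamine (1 mM solution added). Buffer 45 mM KH2PO4 pH 8.2, 0.02% Tween-20; reads at t0 and 30 min RT.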
HP1b chromo inh = HP1-beta chromodomain-methylated histone interaction inhibition; Potency, µM (series often up to 114 µM), without a hit: top-dose activity change, negative = inhibition, actives largely listed as inhibitors; AlphaScreen HP1-beta / biotin-H3K9me3 peptide binding; 390,000 compounds, 0.56% hits; P83916; also: potency is read from the fitted curve at half-maximal effect; nearly all actives have a fitted effect of over 70% in size; inactives centre near 23
Target sequence (P83916 whole entry, looked up): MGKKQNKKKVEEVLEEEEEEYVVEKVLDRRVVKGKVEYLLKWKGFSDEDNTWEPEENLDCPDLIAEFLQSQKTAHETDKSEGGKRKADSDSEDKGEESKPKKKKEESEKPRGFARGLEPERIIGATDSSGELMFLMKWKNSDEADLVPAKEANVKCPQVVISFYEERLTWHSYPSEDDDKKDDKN
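HP1-beta protein (50 nM final) preincubated 30 min at room temperature with biotinylated H3(1-18)K9me3 peptide (50 nM) in PBS pH 7.4, 0.01% Tween-20, then compound added for 30 min. AlphaScreen streptavidin donor/nickel chelate acceptor beads (10 ug/mL final), 30 min dark, luminescence read.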
Numbers without * were called inactive; i = inactive; u = inconclusive; x = not tested or not shown; & = joins results of further samples; [ ] = another dose, or the depositor's remark. Unless noted, calls follow the shape of the dose curve; as a rule, active = well fitted curve in the direction sought with a large enough effect; inconclusive = small, poorly fitted or top-dose-only effect, or another doubt; inactive = no such curve, though single readings can be large; an effect the other way counts as inactive or inconclusive. The order is random, and some 11% of all compounds hit somewhere here.

SMILES	JMJD2A Tudor inh	ERG Ets-DNA blk	G9a inh	PI4K2A inh	BAZ2B block	Pin1 inh	PGK inhibitor	GLS inh	HP1b chromo inh
Cn1nc(C(F)(F)F)c2cc(C(=O)Nc3ccc(F)c(Cl)c3)sc21	13%	-4%	x	7	14%	u	7%	3%	41%[activator]
O=C(O)[C@@H](c1ccccc1)N1Cc2ccccc2C1=O	25µM*	-3%	40µM*	-4	20µM*	1%	-4%	-1%	-11%
Cc1ccc(NC(=S)NNC(=O)c2cn(C)nc2C)cc1	-30%	1%	-8%[59 µM]	-3	2%	-4%	16%	19%	23%
O=C1NC(=O)/C(=C\c2ccc(Cl)nc2)S1	u	3%	-31%	-5	u	-4%	x	58%[activator]	22%
COc1cc2[nH]c(C(=O)NCC3CCCO3)cc2c(OC)c1OC (stereo not drawn)	0%	-2%	-11%	2	3%	-5%	2%	-3%	71%[activator]
O=C(OCc1csc(-c2ccccc2)n1)c1ccccc1O	136%[activator]	-3%	14%	-1	x	4%	4%	-5%	128%[activator]
Cc1ccc(NC(=O)c2ccccc2NC(=O)CCC(=O)O)cc1	-8%	-7%	24%[59 µM]	-5	1%	-2%	-1%	-9%	37%
CCOCCCNC(=O)C(c1ccc(Cl)cc1)N(Cc1ccc2c(c1)OCO2)C(=O)CNC(C)=O (stereo not drawn)	-9%	-1%	0%	0	2%	-3%	5%	1%	2%
CCOC(=O)c1ccc(NC(=O)c2cccc(C)c2[N+](=O)[O-])cc1	-25%	3%	11%[0.501 µM]	-14	-13%	-6%	11%	6%	-11%
Cc1ccc(C(=O)Nc2c(C#N)c(C)c(C)n2Cc2ccccc2)cc1	0%	-1%	-1%	-2	-25%	3%	i	-5%	22%
O=C(CSc1nnnn1-c1ccccc1)Nc1ncc(Cc2ccccc2Cl)s1	-14%	-7%	11%[59 µM]	-13	-22%	-7%	i	2%	12%
COc1ccc(CCNC(=O)CS(=O)(=O)Cc2nc(-c3ccc(C)cc3)oc2C)cc1OC	-12%	17%	0%	-1	-23%	12%	-5%	0%	13%[57 µM]
CC(=O)c1c(C)[nH]c(C(=O)OC(C)C(=O)Nc2cc(S(=O)(=O)N3CCCCC3)ccc2Cl)c1C (stereo not drawn)	-6%	-3%	11%	2	-3%	6%	5%	7%	9%
Cc1cccc(C)c1OCCSc1nc2ccccc2n1CC(=O)O	5%&-28%	-14%&-12%	6%[0.501 µM]	-2&3	-2%&-38%	-9%&0%	0%	12%&15%	32%&12%
O=C(O)CNc1nc(-c2ccccc2)nc2ccccc12	-6%	3%	-51%[59 µM]	0	5%	4%	x	7%	32%
FC(F)(F)C1=Nc2cccc3cccc(c23)N1	u	0%	2%[0.501 µM]	-64*	u	x	-6%	u	-21%
Cc1ccc(-c2nn(-c3ccccc3)cc2CO)o1	-35%	3%	u	-4	-36%	-6%	-2%	1%	-11%
CC1(C)OC(=O)C(=NNc2ccc(Br)cc2)C(=O)O1	-17%	-7%	-17%	6	-8%	-13%	i	-8%	7%
CCOc1ccc(NC(=O)CCS(=O)(=O)c2ccc3c(c2)CCCN3C(=O)CC)cc1	-9%[57.1 µM]	-5%	-4%	5	1%	-6%	i	-6%	67%[activator]
COCCCNC(=O)CCCn1c(SCC(=O)c2ccc(F)cc2)nc2c(sc3ccccc32)c1=O	-9%	4%	-29%[59 µM]	1	-13%	2%	i	4%	21%
N#CCCn1cc(C(=O)NCc2ccccc2)c(-c2cccs2)n1	-5%	-4%	13%	-4	-4%	-10%	i	-15%	37%
Nc1nonc1-n1nnc(C(=O)N/N=C/c2cccs2)c1-c1ccc2c(c1)OCO2	-20%	4%	42%[activator]	-2	-30%	6%	-12%	1%	45%[activator]
CCOC(=O)c1c(C)n(-c2ccccc2)c2ccc(OC(=O)c3ccccc3NC(=O)C(C)C)cc12	-24%	24%	8%[59 µM]	-2	-16%	10%	i	3%	21%
COc1ccc(NC(=O)C2(N(CC(C)C)C(=O)Cn3nnnc3N)CCCCC2)cc1	-9%	-2%	-2%[12.7 µM]	0	1%	-1%	-4%	1%	39%[activator]
CCOCCc1nnc(NC(=O)C(=O)c2cc(C)n(-c3cccc(C)c3)c2C)s1	-32%	1%	-8%[59 µM]	-1	-18%	3%	-12%	-2%	21%
COc1ccc2c(CC(=O)OCC(=O)Nc3ccccc3[N+](=O)[O-])coc2c1	u	-11%	11µM*	3	u	-7%	-2%	-10%	-19%
Cc1c(Cl)cccc1NC(=O)CCN1C(=O)C2CC=CCC2C1=O (stereo not drawn)	-2%	2%	-7%	29	0%	2%	11%	3%	24%
CCC(CC)c1nn2c(=O)cc(COc3ccc(NC(=O)c4ccc(C)cc4)cc3)nc2s1	1%	-2%	7%[59 µM]	0	-2%	-15%	i	-3%	56%[activator]
CCN(CC(=O)Nc1ccc(NC(C)=O)cc1)C(=O)c1ccccc1SCc1c(C)noc1C	-32%	-3%	40µM*	2	56µM*	-1%	-12%	3%	2%
O=C(c1cc(Cl)ccc1Cl)N1CCc2ccccc21	u	-8%	25%[59 µM]	9	-4%	-7%	-7%	-9%	40%
CC(C)(C)CC(C)(C)N1CNC(=S)NC1	-8%	1%	45µM*	-2	-4%	-2%	1%	-4%	31%
COCCN(C(=O)C(C)N1C(=O)c2ccccc2C1=O)c1c(N)n(CC(C)C)c(=O)[nH]c1=O (stereo not drawn)	-7%	-4%	x	-2	x	-12%	-8%	-6%	21%
O=C(Cn1ccn(-c2ccc(F)c(F)c2)c(=O)c1=O)NCCc1ccccc1	1%&-13%	-8%&1%	14%&-32%[59 µM]	-12&-2	-3%&-8%	-9%&-7%	-3%&2%	-2%&-13%	3%&9%
CC(C)NS(=O)(=O)c1ccc(OCC(=O)N2CCN(c3ccccc3)CC2)cc1	-10%	-1%	0%	2	-20%	1%	0%	10%	45%[activator]
O=C1c2ccccc2C(=O)C1c1ccc(Br)cc1	u	-3%	u	-4&-1	u	-10%	0%	-7%&-6%	-19%
COCCn1c(SCC(=O)Nc2ccccc2)nnc1-c1ccoc1C	-23%	5%	-6%	-2	4%	1%	-5%	8%	-18%
CC(=O)Oc1ccc(C(=O)Nc2ccccc2C(=O)N2CCCCC2)cc1	-18%	4%	x	-1	0%	-2%	-14%	9%	36%
OC1(c2cccc(F)c2)CCN(Cc2ccncc2)CC1	2%	0%	14%	4	12%	-3%	i	-8%	21%
CC1(C)OC(=O)C(=NNc2ccccc2[N+](=O)[O-])C(=O)O1	-23%	-2%	u	5	u	-3%	-1%	0%	37%
Oc1c(Br)cc(Br)cc1C=Nc1cccnc1	-29%	-12%	-23%	-12	-22%	-17%	-19%	1%	21%
Cc1onc(-c2ccccc2Cl)c1C(=O)NCc1ccccn1	-12%	-14%	-2%[59 µM]	0	9%	-1%	i	7%	29%
COC(=O)c1ccc(NC(=O)CSc2nc3cc4ccccc4cc3[nH]2)cc1	-9%	1%	-68%[59 µM]	0	-2%	33%[activator]	-2%	2%	44%[activator]
COc1cc(Cl)c(NC(=O)CCS(=O)(=O)c2ccc3c(c2)NC(=O)CO3)c(OC)c1	-15%	1%	2%[59 µM]	-3	-13%	-2%	0%	1%	20%
CCOC(=O)CNS(=O)(=O)c1ccc(S(=O)(=O)NC2CC2)cc1	-19%	2%	-4%	0	-19%	2%	i	3%	4%
CC(=O)c1cccc(NC(=O)c2cccc(NC(=O)c3ccco3)c2)c1	-15%	0%	45µM*	0	79µM*	188%[activator]	-7%	6%	55%[activator]
CCOc1ccc(-c2cccc(NS(=O)(=O)c3ccc(C)s3)c2)nn1	-21%	-1%	0%[59 µM]	-3	-1%	5%	-12%	-1%	22%[57 µM]
Cc1sc2nc(C3CC3)nc(N3CCN(S(=O)(=O)c4ccc(F)cc4)CC3)c2c1C	-12%	x	22%[59 µM]	-2	2%	40%[activator]	i	12%	47%[activator]
COc1cc(NC(=O)c2ccc(OC)c([N+](=O)[O-])c2)ccc1NC(=O)c1cccs1	-32%	6%	6%[59 µM]	0	12%	-4%	-13%	7%	9%
CCC1CN(C(=O)N2CCC(C(=O)NCCC3=CCCCC3)CC2)c2cc(C)ccc2O1 (stereo not drawn)	-16%	-1%	u	2	-18%	-2%	-5%	-3%	23%
O=C(COc1ccc(/C=N/NC(=O)c2ccccc2Br)cc1)Nc1ccccc1	-5%	-6%	49%[activator]	-3	1%	-8%	i	-5%	19%
O=C(CN1C(=O)CCS(=O)(=O)c2ccccc21)NCc1ccc(F)cc1	-15%	3%	8%[59 µM]	-18	23%	-1%	-3%	8%	5%
CCn1nc(C)c(CN2CCCCC2C(=O)Nc2ccc(Oc3cccnc3)cc2)c1C (stereo not drawn)	-3%	3%	x	1	-5%	-1%	-2%	0%	6%
O=C(COC(=O)c1ccc(NS(=O)(=O)c2cccs2)cc1O)Nc1nc2ccccc2s1	-28%	11%	x	-5	-34%	23%	-1%	4%	13%

Source: PubChem
